NPYLR7 ag: agonists of mosquito NPYLR7 receptor, primary screen, cell-based, Aedes aegypti, calcium fluorescence, mosquito biting behavior; HEK293T NPYLR7/Galpha15, GCaMP6s calcium fluorescence; activation, % at 10 µM; 270,000 tested, 0.15% active; AID 1259423, 2018; in the data active means activation above about 40%;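 further: 0% = vehicle and 100% = reference agonist at the receptor; some compounds past the cut are filed as inactive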
hcGAS lum: Primary biochemical luminescence assay for human cyclic GMP-AMP synthase inhibitors. AID 1259398, 2018. recombinant h-cGAS, ATP depletion, Kinase-Glo luminescence. 290,000 tested, 0.081% active. inhibition, % at 12.5 µM. Q8N884;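 further: 0% = vehicle reaction and 100% = reaction without DNA for no activity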
Target sequence (Q8N884 whole entry, looked up): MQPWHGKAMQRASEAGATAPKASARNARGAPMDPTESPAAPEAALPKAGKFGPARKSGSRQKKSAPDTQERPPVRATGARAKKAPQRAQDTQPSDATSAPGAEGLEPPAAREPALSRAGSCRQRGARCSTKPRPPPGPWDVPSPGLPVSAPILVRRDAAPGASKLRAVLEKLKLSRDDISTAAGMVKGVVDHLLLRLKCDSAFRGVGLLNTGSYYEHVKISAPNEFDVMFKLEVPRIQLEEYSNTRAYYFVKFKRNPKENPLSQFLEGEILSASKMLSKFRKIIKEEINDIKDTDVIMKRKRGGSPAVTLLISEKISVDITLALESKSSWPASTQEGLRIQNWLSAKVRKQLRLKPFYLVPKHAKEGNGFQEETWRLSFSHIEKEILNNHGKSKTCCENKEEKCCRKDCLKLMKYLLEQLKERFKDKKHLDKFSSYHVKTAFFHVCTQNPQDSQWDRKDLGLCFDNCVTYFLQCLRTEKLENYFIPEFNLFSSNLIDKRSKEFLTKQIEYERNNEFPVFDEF
mcGAS inh: cyclic GMP-AMP synthase inhibitors, mouse, primary biochemical chemiluminescence; recombinant cGAS, Kinase-Glo ATP depletion luminescence; Q8C6L5; inhibition, % at 12.5 µM; AID 1259399, 2018; 160,000 tested, 0.15% active;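 further: 0% = negative control wells and 100% = reference inhibitor with no enzyme activity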
The depositor's hits bear a star; / = no result given. Unless noted, no stated cut-off is given here; in the data, active means inhibition above about 40%; inactive means the rest.

canonical_smiles,NPYLR7 ag,hcGAS lum,mcGAS inh
O=C(CC1Sc2ccccc2NC1=O)Nc1nc2ccccc2s1 (stereo not drawn),23,-10,/
CCOC1CCCN(C(=O)c2cccc(OC)c2)C1 (stereo not drawn),-3,-5,-6
COc1ccc(OC)c(-c2n[nH]c(C)c2NC(=O)c2ccc(F)cc2F)c1,/,3,-2
CCCc1nc(N2CCC3(CC2)CN(C)C(=O)O3)c2cnn(C)c2n1,8,-6,/
CCc1nn(C)c(Cl)c1CN1CCN(C)C(C(=O)O)C1 (stereo not drawn),1,-3,-8
CCOC(=O)c1[nH]c(COC(=O)CN2C(=O)C3CCCCC3C2=O)c(C(=O)OCC)c1C (stereo not drawn),-6,-1,/
N#Cc1ccsc1NC(=O)CCN1CCCC1c1ccc(F)cc1 (stereo not drawn),-9,-7,/
Cc1ccccc1C1c2ccsc2CCN1C(C)C(=O)N1CCCN(S(=O)(=O)c2ccc(Cl)cc2)CC1 (stereo not drawn),22,-3,-3
CCCN(CCC)C(=O)c1csc(CSc2nnc(C)n2-c2cccc(Cl)c2)n1,-3,-5,-5
S=c1[nH]nc(-c2ccccc2Cl)n1N=Cc1ccc2c(c1)OCCO2,-1,-4,/
O=C1CC(NS(=O)(=O)N2CCOCC2)CN1CCc1ccccc1 (stereo not drawn),16,-7,/
O=C(Nc1cccc(N2CCS(=O)(=O)CC2)c1)c1cnn(-c2ccccc2)n1,3,-4,-12
CC(C)c1nnc2sc(CC3CN(C(C)C)CCO3)nn12 (stereo not drawn),1,-8,/
Cc1ccc(-n2c(C)cc(C3=NN=C(N)SC3)c2C)cc1C,10,-12,/
CC(C)CCN1CC2(CCN(C(=O)CN3CCNC(=O)C3)CC2)OC1=O,/,-23,-7
Cc1ccc2[nH]c(CCC(=O)NCc3c(C)noc3C)nc2c1C,2,-1,/
N#Cc1ccc(S(=O)(=O)NCCc2ccccn2)cc1,-5,-7,/
O=C(c1n[nH]c2ccccc12)N1CCCC(c2[nH]ncc2-c2ccccc2)C1 (stereo not drawn),12,-7,/
COc1cccc(OC)c1C(=O)ON=C(N)c1ccncc1,1,-4,/
COc1ccccc1CN1CC(OC)CN(C(=O)CC(C)(C)C)CC1=O (stereo not drawn),-2,-11,-8
CN(C)CC(O)COc1ccc(NC(=O)C2CC=CCC2)cc1 (stereo not drawn),3,-8,-17
Cc1c(C(=O)N(C)Cc2ccc(O)cc2)oc2c1C(=O)CC(C)(C)C2,-1,0,/
COc1ccc(CNC(=O)Cn2nc3c(c2NC(=O)CSc2ccncc2)CSC3)cc1,-4,-5,-6
CC(=O)N1CCN(C(=O)C(C)N2CCC(Oc3cccnc3)C2)CC1 (stereo not drawn),-3,-2,/
Cc1cc(C)cc(C(=O)NCC(=O)Nc2ncccc2C)c1,-3,-9,/
C[C@H](C(=O)NCC1CCCCC1)N1Cc2ccc(-c3ccnn3C)nc2C1=O,8,-6,-6
CCC(C)Cc1c(C)sc2nc(CN3CCC(C)CC3)[nH]c(=O)c12 (stereo not drawn),0,4,/
O=C(C1CCCC1)N(Cc1c(-c2ccccc2)noc1N1CCCCC1)C1CC1,13,-8,-7
COCCn1c(SCC(=O)c2ccccc2)nc2c1c(=O)[nH]c(=O)n2C,18,-10,/
CC(C)(C)c1ncc2c(n1)CN(C(=O)Cn1nc3ccccc3n1)C2,/,-12,-14
Cc1cc(C)n2ncc(CN3CCC(NS(C)(=O)=O)CC3)c2n1,11,-6,/
CCC(=O)OC1(C)CC2CC(CN(C(=O)C3CCCCC3)C2)C1 (stereo not drawn),0,-4,/
Cc1c(Cl)c(C(F)(F)F)nn1CC(=O)Nc1ccc(Br)cc1,8,2,3
CC(C)N(Cc1nccn1C)C(=O)c1cc(COc2ccc3c(c2)CCCC3)on1,-2,-2,/
Cc1nc(-c2cccc(NC(=O)c3c(C)nn(CC(C)C)c3Cl)c2)cs1,6,-4,-10
CCc1cc(N2CCC(c3nn(C)c(=O)n3-c3ccccc3)CC2)ncn1,10,0,-12
Cc1cc(C)n(-c2ccc(C(=O)N(CCN(C)C)Cc3ccccc3)cc2)n1,-1,-5,-5
C#CCn1c(=NC(=O)CS(=O)(=O)c2ccc(OC)cc2)sc2c(OC)ccc(OC)c21,2,-4,/
COc1ccc(-c2nc3ccccn3c2NC(=O)c2ccc(C)cc2)cc1,-10,-4,-7
CC1(C)CC(=O)C=C(C(=O)N2CCCC(CO)(CCOc3ccccc3)C2)O1 (stereo not drawn),2,-5,/
Cc1cc(-c2c(-c3ccccc3)ncn2CC(C)Oc2cccnc2)n[nH]1 (stereo not drawn),4,-5,-12
COc1cccc(-c2cc(C(=O)N(C)CCc3ccc(OC)c(OC)c3)n3nc(C(C)(C)C)cc3n2)c1,3,-5,-5
COc1ccccc1C(=O)N(CC(=O)N(Cc1ccco1)Cc1cccn1C)C1CC1,7,-2,-3
COc1ccccc1CNC(=O)CSc1nc2c(-c3ccccc3)c[nH]c2c(=O)n1C,-4,-6,-5
O=C(CCSCc1ccc([N+](=O)[O-])cc1)OCC(=O)c1ccccc1,-4,-5,-5

Taken from above:
COc1ccccc1CNC(=O)CSc1nc2c(-c3ccccc3)c[nH]c2c(=O)n1C in hcGAS lum: -6
CCC(=O)OC1(C)CC2CC(CN(C(=O)C3CCCCC3)C2)C1 (stereo not drawn) in NPYLR7 ag: 0

Other entries follow.
canonical_smiles,NPYLR7 ag,hcGAS lum,mcGAS inh
Cc1ccc(C)c(OCC2Cn3c(nc4c(=O)n(C)c(=O)n(C)c43)O2)c1 (stereo not drawn),-6,5,-1
Cc1ccccc1C(NC(=O)C1CCN(Cc2ccc(Cl)c(Cl)c2)CC1)c1ncccc1C (stereo not drawn),5,-3,-5
CCCCOc1ccc(C(=O)Nc2ccc(N3CCN(c4ccccc4OC)CC3)c(C(=O)NCCCOCC)c2)cc1,20,-4,-6
O=C(c1cccc(C(F)(F)F)c1)N1CCCC(CO)(CCOc2ccccc2)C1 (stereo not drawn),1,-5,/
CCN(CC)c1onc(-c2ccccc2)c1CN(Cc1ccco1)C(=O)Nc1ccc(C)cc1,11,-3,-4
O=C(NNC(=O)c1ccco1)c1ccc(Cl)c(S(=O)(=O)N2CCCCCC2)c1,-2,-2,/
CCc1noc(C)c1C(=O)Nc1cc(Cl)ccc1-n1cncn1,4,-6,/
O=c1oc2ccccc2cc1-c1nnc(Nc2ccc(Oc3ccc4ccccc4c3Cl)c(Cl)c2)s1,-7,-4,/
Cc1cc(C)c(NC(=O)C(=O)NCCCCN2CCOC(c3ccccc3)C2)c(C)c1 (stereo not drawn),-8,-4,/
CCN(C)C1=C(c2c(C)[nH]n(-c3ccccc3)c2=O)C(=O)N(CCOC)C1=O,1,-3,-1
Cc1c(CCC(=O)NCC(C)C)c(C(=O)N2CCN(C)CC2)c(C)n1C,/,-13,-5
Cc1noc(C)c1COc1ccccc1N1CCCC(C)C1 (stereo not drawn),3,-1,/
CN(CCCc1cnn(C)c1)C(=O)[C@H](N)c1ccccc1,-12,-3,-2
CCn1nccc1C(=O)NC1=C(C#N)CCC1,24,-3,/
COC(=O)CNC(=O)N1CCOC(c2ccc3cc(OC)ccc3c2)C1 (stereo not drawn),/,-2,-13

20 consecutive entries out of the list so far, for reference:
canonical_smiles,NPYLR7 ag,hcGAS lum,mcGAS inh
CC1(C)CC(=O)C=C(C(=O)N2CCCC(CO)(CCOc3ccccc3)C2)O1 (stereo not drawn),2,-5,/
Cc1cc(-c2c(-c3ccccc3)ncn2CC(C)Oc2cccnc2)n[nH]1 (stereo not drawn),4,-5,-12
COc1cccc(-c2cc(C(=O)N(C)CCc3ccc(OC)c(OC)c3)n3nc(C(C)(C)C)cc3n2)c1,3,-5,-5
COc1ccccc1C(=O)N(CC(=O)N(Cc1ccco1)Cc1cccn1C)C1CC1,7,-2,-3
COc1ccccc1CNC(=O)CSc1nc2c(-c3ccccc3)c[nH]c2c(=O)n1C,-4,-6,-5
O=C(CCSCc1ccc([N+](=O)[O-])cc1)OCC(=O)c1ccccc1,-4,-5,-5
Cc1ccc(C)c(OCC2Cn3c(nc4c(=O)n(C)c(=O)n(C)c43)O2)c1 (stereo not drawn),-6,5,-1
Cc1ccccc1C(NC(=O)C1CCN(Cc2ccc(Cl)c(Cl)c2)CC1)c1ncccc1C (stereo not drawn),5,-3,-5
CCCCOc1ccc(C(=O)Nc2ccc(N3CCN(c4ccccc4OC)CC3)c(C(=O)NCCCOCC)c2)cc1,20,-4,-6
O=C(c1cccc(C(F)(F)F)c1)N1CCCC(CO)(CCOc2ccccc2)C1 (stereo not drawn),1,-5,/
CCN(CC)c1onc(-c2ccccc2)c1CN(Cc1ccco1)C(=O)Nc1ccc(C)cc1,11,-3,-4
O=C(NNC(=O)c1ccco1)c1ccc(Cl)c(S(=O)(=O)N2CCCCCC2)c1,-2,-2,/
CCc1noc(C)c1C(=O)Nc1cc(Cl)ccc1-n1cncn1,4,-6,/
O=c1oc2ccccc2cc1-c1nnc(Nc2ccc(Oc3ccc4ccccc4c3Cl)c(Cl)c2)s1,-7,-4,/
Cc1cc(C)c(NC(=O)C(=O)NCCCCN2CCOC(c3ccccc3)C2)c(C)c1 (stereo not drawn),-8,-4,/
CCN(C)C1=C(c2c(C)[nH]n(-c3ccccc3)c2=O)C(=O)N(CCOC)C1=O,1,-3,-1
Cc1c(CCC(=O)NCC(C)C)c(C(=O)N2CCN(C)CC2)c(C)n1C,/,-13,-5
Cc1noc(C)c1COc1ccccc1N1CCCC(C)C1 (stereo not drawn),3,-1,/
CN(CCCc1cnn(C)c1)C(=O)[C@H](N)c1ccccc1,-12,-3,-2
CCn1nccc1C(=O)NC1=C(C#N)CCC1,24,-3,/

Next records
canonical_smiles,NPYLR7 ag,hcGAS lum,mcGAS inh
CC(=O)Nc1nn(C)c2c1C(c1cccs1)CC(=O)N2 (stereo not drawn),-14,-5,-12
CNC(=O)[C@@H]1[C@@H](c2ccccc2)CN2CCN(C(=O)Nc3ccccc3)C[C@H]12,1,-3,-5
c1ccc(CCNCc2nc(-c3ccco3)no2)nc1,-4,1,/
C=CCN1C[C@@H]2C[C@@H](C(N)=O)N(C(=O)Cc3cccs3)c3cccc(c32)C1=O,-4,1,-2
Cc1ccc(CN(CCc2ccccc2)C(=O)CN(Cc2ccco2)C(=O)c2cccc(Br)c2)o1,2,0,-3
CN1C(=O)NC(c2ccc(F)cc2)C2=C1CN(Cc1cccnc1)C2=O (stereo not drawn),2,-3,-6
Cc1cc(C(F)(F)F)n(-c2nc(C(=O)Nc3cnc4n3CCCC4)cs2)n1,5,-6,-10
CCOC(=O)CN(Cc1ccc(F)cc1)C(=O)C1CCC1,13,-5,-16
Cc1cccc(C(=O)N2CCC(C(NC(=O)c3ccccc3C)C(=O)N3CCCCC3)CC2)c1 (stereo not drawn),-9,-1,1
COc1cccc(CC(=O)N2C[C@H](Oc3ccccn3)[C@H]3C[C@@H]2Cc2c3[nH]c3ccccc23)c1,21,0,-5
COCCCN(CC(=O)N(Cc1ccc2c(c1)OCO2)Cc1cccs1)C(=O)c1ccc(-c2ccccc2)cc1,-1,-5,-4
COc1cccc(-c2noc(-c3ccc(-c4cccc(O)c4)nc3)n2)c1OC,1,-4,-12
O=C(Cn1cnc2sccc2c1=O)Nc1ccccc1C(=O)NC1CCCC1,-1,-7,-6
CCOc1ccc(C(=O)N2CC[C@@H](c3sccc3C)[C@H](O)C2)o1,7,2,/
COC(=O)c1ccc(C(=O)NNc2nc3c(C)cccc3s2)cc1,2,-1,-6
Cc1nn(C)cc1CN(C)C(=O)c1cccc(Cl)c1,0,-7,/
O=C(c1cn(-c2ccccc2)nn1)N1CCC(C(O)c2ccccn2)CC1 (stereo not drawn),-13,-2,/
CCn1cc(-c2n[nH]c(=O)n2Cc2ccc(OC)cc2)c(C)n1,8,-3,-14
COc1ccccc1-c1cc2c(=O)n(Cc3nc(-c4ccc(SC)cc4)no3)ccn2n1,-6,-6,-7
COc1ccc(OC)c(-c2ncc(C)cc2Cl)c1,9,-5,/
CCc1nn2c(=O)cc(CSc3nnc(C4CC4)o3)nc2s1,11,-6,/
O=S1(=O)CCC(N2CCN(c3ncnc4cc(-c5ccc(F)cc5)sc34)CC2)C1 (stereo not drawn),-2,-5,/
Cc1ccc(C)c(Cn2ccnc2CN(CC(C)C)C(=O)c2cccc(F)c2)c1,/,-7,-12
Cc1c(NS(=O)(=O)c2ccc(C(=O)N3CCCCC3C)cc2)c(=O)n(-c2ccccc2)n1C (stereo not drawn),-6,-3,/
c1ccc(-c2oc3ncnc(N4CCOCC4)c3c2-c2ccccc2)cc1,-2,3,/

Bioassay records from PubChem.
